High-throughput results deposited in PubChem by several laboratories.
Glyco luc inh = blocks N-linked glycosylation in D54 reporter cells | D54 ERlucT glycosylation luciferase reporter, 24 h; percent of 100 nM tunicamycin response | reporter increase, % at 12.5 µM | AID 588692 | hit rate 0.23% among 360,000;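 active = mean luciferase reporter signal, scaled so untreated is 0 and the glycosylation-blocking control 100, at or above a set limit in every replicate; inconclusive = mean reaches the limit but not every replicate does; inactive = mean below the limit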;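 note: luciferase carries N-glycosylation sites so blocking glycosylation raises the light; 0% = median of neutral control wells and 100% = median of 100 nM tunicamycin wells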
CaV13 FRET inh = Disruptors of the CACNA1D IQ motif to Ca2+-dependent inactivation inhibitor domain association, primary screening, Förster resonance energy transfer in intact living …. AID 743397. hit rate 0.098% among 340,000. HEK cells, CFP/YFP FRET ICDI-IQ, plate reader, 10 min; percent FRET-ratio fall versus neutral wells. inhibition, % at 12.3 µM;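 active = mean replicate inhibition of at least 30% and at least 1% of replicates passing that level; inconclusive = only one of the two criteria is met; inactive = neither criterion is met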;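 note: 0% = median of the neutral control wells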
HTR2A ag = activates the mouse 5-HT2A serotonin receptor | activation, % at 7.6 µM | CHO-K1 mHTR2A beta-arrestin complementation, luminescence; percent of 30 µM serotonin response | hit rate 0.66% among 360,000;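 active = activation above a run cutoff, the mean activation of all tested compounds plus 3 SD, cut at about 14% in these data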;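 note: 0% = plate median of compound wells and 100% = 30 µM serotonin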
ABCB6 inh MLPCN = inhibitors of human ABC transporter ABCB6; K562-ABCB6 porphyrin accumulation, flow cytometry, 1 h; stronger effect = lower value; fluorescence ratio to DMSO, % at 10 µM; hit rate 0.19% among 360,000;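 active = fluorescence ratio to DMSO below 75%, the collection mean minus 3 SD; inconclusive = too few cells collected in the well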;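 note: signal is porphyrin accumulated inside mitochondria; 100% equals median channel fluorescence of DMSO control wells; lower ratio means ABCB6 inhibition with less porphyrin fluorescence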
PDI inh = blocks human protein disulfide isomerase activity; P07237; PDI insulin aggregation turbidity, A650, 90 min; inhibition, % at 10 µM; hit rate 0.052% among 350,000;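 active = mean inhibition across replicates of 30% or more, whatever share of single replicates reach that level; inconclusive = mean inhibition below 30% while every single replicate reaches 30%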;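 note: absorbance from insulin aggregation driven by PDI reduction with DTT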
MC4R antagonist = human MC4R antagonism in cAMP assay. P32245. MC4R-expressing cells, MTII-stimulated cAMP, LANCE TR-FRET. inhibition, % at 6.5 µM. hit rate 0.48% among 360,000;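 active = inhibition above its plate's cutoff, the mean of tested wells on that plate plus 3 SD, cut at about 29% in these data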;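 note: 0% = Melanotan II alone and 100% = Melanotan II plus saturating MCL0020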
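Assay system: U2OS-MC4R stable cell line; Also added: Melanotan II; Technique: Eu-cAMP/anti-cAMP TR-FRET, emission 671 nm; Times: 30-min compound, 1-h challenge, 1-h detection, room temperature.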
ABHD5-PLIN5 inh = ABHD5-PLIN5 protein interaction inhibition. Q00G26+Q8WTS1. inhibition, % at 4 µM. AID 602281. hit rate 0.78% among 360,000. Split G. princeps luciferase complementation, luminescence, 4 h;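 active = inhibition above the mean inhibition across every tested compound plus 3 SD, cut at about 22% in these data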;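 note: 0% = DMSO only wells and the 100% control is not disclosed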
Target sequence (Q00G26 whole entry, looked up): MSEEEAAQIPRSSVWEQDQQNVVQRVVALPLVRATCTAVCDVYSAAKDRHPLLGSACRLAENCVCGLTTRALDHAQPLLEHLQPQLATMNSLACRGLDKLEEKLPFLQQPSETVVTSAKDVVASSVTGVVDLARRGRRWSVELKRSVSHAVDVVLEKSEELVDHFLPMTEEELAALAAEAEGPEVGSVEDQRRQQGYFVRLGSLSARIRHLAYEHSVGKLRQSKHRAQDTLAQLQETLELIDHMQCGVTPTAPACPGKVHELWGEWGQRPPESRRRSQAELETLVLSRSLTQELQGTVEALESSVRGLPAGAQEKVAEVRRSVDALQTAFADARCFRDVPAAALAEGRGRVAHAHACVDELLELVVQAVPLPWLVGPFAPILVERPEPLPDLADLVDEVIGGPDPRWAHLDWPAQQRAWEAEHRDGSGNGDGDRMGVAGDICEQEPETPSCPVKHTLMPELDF
Target sequence (Q8WTS1 whole entry, looked up): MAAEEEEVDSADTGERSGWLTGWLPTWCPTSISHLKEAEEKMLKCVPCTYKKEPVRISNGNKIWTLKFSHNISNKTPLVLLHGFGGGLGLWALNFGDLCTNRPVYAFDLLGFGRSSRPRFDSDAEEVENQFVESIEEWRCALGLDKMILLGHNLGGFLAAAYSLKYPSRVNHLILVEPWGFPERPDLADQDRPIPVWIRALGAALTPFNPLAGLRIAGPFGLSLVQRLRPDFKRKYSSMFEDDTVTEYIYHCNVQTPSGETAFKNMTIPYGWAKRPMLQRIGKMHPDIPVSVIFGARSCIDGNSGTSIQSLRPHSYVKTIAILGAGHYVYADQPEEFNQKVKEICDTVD
H9c2 protect = protects H9c2 cardiomyocytes from peroxide injury. H2O2 injury protection, ATPLite, 2 h. protection from H2O2 cell death, % at 20 µM. hit rate 0.63% among 360,000. AID 588492;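 active = compounds giving at least 50% protection of heart cells from peroxide-induced death in the single-dose screen, raw or plate-pattern-corrected value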;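 note: 0% = DMSO wells with peroxide and 100% = DMSO wells without peroxide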
Exocytosis inh = blocks lytic granule exocytosis | TALL-104 LAMP-1 surface exposure, flow cytometry; cells stimulated with thapsigargin and PMA | inhibition, % at 10 µM | hit rate 0.66% among 360,000 | AID 651702;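 active = inhibition above about 55%, limit read from the data; inconclusive = no clear call, values can overlap the other calls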
MC4R ag barr = agonists of human melanocortin 4 receptor (MC4R) beta-arrestin; AID 540308; hit rate 0.98% among 360,000; U2OS MC4R beta-arrestin complementation, luminescence; percent of melanotan II response, DMSO zero; activation, % at 8.9 µM;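 active = activation above a per-plate cutoff, the mean activation of sample wells on that plate plus 3 SD, cut at about 8% in these data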
Starred values were filed as active, the others as inactive. These rows are one share of the data, so the mix of outcomes need not match the whole.

COc1cc2c(cc1OC)C13CCN4CC5CCOC6CC(=O)N2C1C6C5CC43 (configuration not stated) was read as Glyco luc inh 3, CaV13 FRET inh -10, HTR2A ag -3, ABCB6 inh MLPCN 96, PDI inh 10, MC4R antagonist 2, ABHD5-PLIN5 inh 2, H9c2 protect -1, Exocytosis inh 0 and MC4R ag barr -0.5.
For COc1cccc(CNC2CN3CCC2CC3)c1OC (configuration not stated) the results were Glyco luc inh 0, HTR2A ag 3, ABCB6 inh MLPCN 105, PDI inh -4, MC4R antagonist 9, ABHD5-PLIN5 inh -7, H9c2 protect 1, Exocytosis inh 0 and MC4R ag barr 1.4.
CCOC(=O)C(C)(CC)NC(=O)CSP(=S)(OCC)OCC (configuration not stated) was read as Glyco luc inh 1, CaV13 FRET inh -2, HTR2A ag -1, ABCB6 inh MLPCN 97, PDI inh -3, MC4R antagonist 3, ABHD5-PLIN5 inh 5, H9c2 protect -4, Exocytosis inh 0 and MC4R ag barr -2.1.
`CNC(C(=O)c1ccccc1)C(OC)c1ccc(C)cc1` (configuration not stated) gave Glyco luc inh 0, CaV13 FRET inh -4, HTR2A ag -2, ABCB6 inh MLPCN 89, PDI inh 14, MC4R antagonist 8, ABHD5-PLIN5 inh -1, H9c2 protect 0, Exocytosis inh 6 and MC4R ag barr 0.0.
Screening CNCCc1c(C)n[nH]c1C returned Glyco luc inh 1, HTR2A ag -1, ABCB6 inh MLPCN 95, PDI inh -1, MC4R antagonist 8, ABHD5-PLIN5 inh 6, H9c2 protect 11, Exocytosis inh -3 and MC4R ag barr -1.2.
`Cn1c(=O)cc(OCC(=O)N2CCN(Cc3ccc4c(c3)OCO4)CC2)c2ccccc21` gave Glyco luc inh 6, CaV13 FRET inh -6, HTR2A ag -1, ABCB6 inh MLPCN 102, PDI inh 7, MC4R antagonist -13, ABHD5-PLIN5 inh 5, H9c2 protect 7, Exocytosis inh 0 and MC4R ag barr -1.6.
`O=C(O)c1nn(Cc2ccc(Cl)cc2)c2ccccc12` gave Glyco luc inh -1, CaV13 FRET inh -6, HTR2A ag 15*, ABCB6 inh MLPCN 270, PDI inh 2, MC4R antagonist 2, ABHD5-PLIN5 inh 3, H9c2 protect 4, Exocytosis inh 0 and MC4R ag barr -1.4.
For C=CCN1Cc2ccccc2-n2nncc2C1 the results were Glyco luc inh 1, CaV13 FRET inh -6, HTR2A ag -4, ABCB6 inh MLPCN 100, ABHD5-PLIN5 inh 8, H9c2 protect 3 and Exocytosis inh -1.
CC(C)=CCN1CC[C@@]2(C)c3cc(O)ccc3C[C@@H]1C2C (some centres not stated) was read as Glyco luc inh 5, HTR2A ag 3, ABCB6 inh MLPCN 93, PDI inh 9, MC4R antagonist 5, ABHD5-PLIN5 inh 3, H9c2 protect 8, Exocytosis inh 3 and MC4R ag barr -0.1.
Screening COc1ccc2c(c1)C13CCN(C)C(C2)C1CCC1(C3)OCCO1 (configuration not stated) returned Glyco luc inh 1, CaV13 FRET inh -5, HTR2A ag 0, ABCB6 inh MLPCN 92, PDI inh 3, MC4R antagonist 2, ABHD5-PLIN5 inh 3, H9c2 protect 4, Exocytosis inh -5 and MC4R ag barr -1.0.
Screening CCC1(Oc2ccccc2)C(=O)NC(=O)NC1=O returned Glyco luc inh 2, CaV13 FRET inh -5, HTR2A ag 2, ABCB6 inh MLPCN 93, PDI inh 5, MC4R antagonist 12, ABHD5-PLIN5 inh -6, H9c2 protect 3, Exocytosis inh -1 and MC4R ag barr 0.0.
`COc1ccc2c(c1)[C@]13CCCCC1C(C2)N(C)CC3` (some centres not stated) gave Glyco luc inh 5, CaV13 FRET inh -5, HTR2A ag -5, ABCB6 inh MLPCN 104, PDI inh 0, MC4R antagonist -1, ABHD5-PLIN5 inh 12, H9c2 protect 3, Exocytosis inh 2 and MC4R ag barr -1.1.
For COc1ccc(CCn2c(O)c(C=Nc3ccccc3F)c(=O)[nH]c2=O)cc1OC the results were Glyco luc inh -3, CaV13 FRET inh -3, HTR2A ag -2, ABCB6 inh MLPCN 97, PDI inh -1, MC4R antagonist -3, ABHD5-PLIN5 inh 19, H9c2 protect -2, Exocytosis inh 0 and MC4R ag barr 2.4.
O=C(COc1ccc(Br)cc1)N1CCN(Cc2c[nH]c3ccccc23)CC1 was read as Glyco luc inh -7, HTR2A ag 56*, ABCB6 inh MLPCN 101, PDI inh -6, MC4R antagonist 8, ABHD5-PLIN5 inh 18, H9c2 protect -16, Exocytosis inh 5 and MC4R ag barr 0.0.
`Cc1cc(OC(C)C(=O)NCC2CCC(C(=O)O)CC2)c2c3c(c(=O)oc2c1)CCC3` (configuration not stated) gave Glyco luc inh 2, CaV13 FRET inh -15, HTR2A ag 1, ABCB6 inh MLPCN 99, PDI inh -10, MC4R antagonist 5, ABHD5-PLIN5 inh -2, H9c2 protect 0, Exocytosis inh -6 and MC4R ag barr -2.4.
`CC12CCC3C(CCCC4CC(=O)CCC43C)C1CCC2O` (configuration not stated) gave Glyco luc inh -2, CaV13 FRET inh -6, HTR2A ag 2, ABCB6 inh MLPCN 92, PDI inh 5, MC4R antagonist 4, ABHD5-PLIN5 inh 5, H9c2 protect -2, Exocytosis inh 0 and MC4R ag barr 0.3.
COc1cc(C=C2C(=O)NC(=O)NC2=O)ccc1OS(=O)(=O)c1ccccc1[N+](=O)[O-] was read as Glyco luc inh 2, CaV13 FRET inh -19, HTR2A ag -7, ABCB6 inh MLPCN 96, PDI inh -4, MC4R antagonist 9, ABHD5-PLIN5 inh 21, H9c2 protect 0, Exocytosis inh inconclusive and MC4R ag barr -1.8.
`CC(C)c1ccccc1OCC(=O)N1CCCN(C)CC1` gave Glyco luc inh -1, CaV13 FRET inh -5, HTR2A ag 1, ABCB6 inh MLPCN 95, PDI inh -4, MC4R antagonist 9, ABHD5-PLIN5 inh 3, H9c2 protect -4, Exocytosis inh 0 and MC4R ag barr -0.9.
COc1ccc(C(C)=O)cc1Cc1c(O)[nH]c(=S)[nH]c1=O was read as Glyco luc inh 0, CaV13 FRET inh -4, HTR2A ag -5, ABCB6 inh MLPCN 65*, PDI inh -3, MC4R antagonist 7, ABHD5-PLIN5 inh -6, H9c2 protect 8, Exocytosis inh -11 and MC4R ag barr -0.1.
COc1ccc(/C=C2\C(=O)NC(=S)N(C)C2=O)cc1C was read as Glyco luc inh -2, CaV13 FRET inh -7, HTR2A ag 0, ABCB6 inh MLPCN 102, PDI inh 3, MC4R antagonist 3, ABHD5-PLIN5 inh -15, H9c2 protect -3, Exocytosis inh -1 and MC4R ag barr -2.4.
Cc1ccccc1NC1=NCC(C)S1 (configuration not stated) was read as Glyco luc inh 0, CaV13 FRET inh -9, HTR2A ag 5, ABCB6 inh MLPCN 98, PDI inh 1, MC4R antagonist -2, ABHD5-PLIN5 inh 1, H9c2 protect 0, Exocytosis inh 7 and MC4R ag barr 0.6.
Screening C[C@]12CC[C@H](O)C[C@@H]1CC[C@@H]1[C@@H]2CC[C@]2(C)C(=O)CC[C@@H]12 returned Glyco luc inh -2, CaV13 FRET inh -5, HTR2A ag 22*, ABCB6 inh MLPCN 104, PDI inh 0, MC4R antagonist 5, ABHD5-PLIN5 inh -10, H9c2 protect 35, Exocytosis inh 6 and MC4R ag barr 2.1.
`C=CC1CN2CCC1CC2[C@@H](OC(=O)c1ccc(OC)cc1)c1ccnc2ccccc12` (some centres not stated) gave Glyco luc inh 1, CaV13 FRET inh -2, HTR2A ag -4, ABCB6 inh MLPCN 101, PDI inh 4, MC4R antagonist 6, ABHD5-PLIN5 inh 1, H9c2 protect -4, Exocytosis inh 2 and MC4R ag barr -1.6.
`CCOC(=O)[C@]12Cc3cc(OC)ccc3[C@H]1N(Cc1ccccc1)C(=O)c1ccccc12` gave Glyco luc inh -9, CaV13 FRET inh -12, HTR2A ag -8, ABCB6 inh MLPCN 96, PDI inh -4, MC4R antagonist 5, ABHD5-PLIN5 inh -10, H9c2 protect -5, Exocytosis inh 19 and MC4R ag barr -1.8.
`COc1cc2c3cc1Oc1cc(ccc1O)C[C@@H]1c4c(cc(OC)c(O)c4Oc4cccc(c4)C[C@@H]3N(C)CC2)CC[N+]1(C)C` gave Glyco luc inh 2, CaV13 FRET inh -5, HTR2A ag 5, ABCB6 inh MLPCN 99, PDI inh -3, MC4R antagonist 12, ABHD5-PLIN5 inh 0, H9c2 protect 5, Exocytosis inh 6 and MC4R ag barr 0.2.

Six consecutive compounds from above, quoted:
COc1ccc(/C=C2\C(=O)NC(=S)N(C)C2=O)cc1C was read as Glyco luc inh -2, CaV13 FRET inh -7, HTR2A ag 0, ABCB6 inh MLPCN 102, PDI inh 3, MC4R antagonist 3, ABHD5-PLIN5 inh -15, H9c2 protect -3, Exocytosis inh -1 and MC4R ag barr -2.4.
Cc1ccccc1NC1=NCC(C)S1 (configuration not stated) was read as Glyco luc inh 0, CaV13 FRET inh -9, HTR2A ag 5, ABCB6 inh MLPCN 98, PDI inh 1, MC4R antagonist -2, ABHD5-PLIN5 inh 1, H9c2 protect 0, Exocytosis inh 7 and MC4R ag barr 0.6.
Screening C[C@]12CC[C@H](O)C[C@@H]1CC[C@@H]1[C@@H]2CC[C@]2(C)C(=O)CC[C@@H]12 returned Glyco luc inh -2, CaV13 FRET inh -5, HTR2A ag 22*, ABCB6 inh MLPCN 104, PDI inh 0, MC4R antagonist 5, ABHD5-PLIN5 inh -10, H9c2 protect 35, Exocytosis inh 6 and MC4R ag barr 2.1.
`C=CC1CN2CCC1CC2[C@@H](OC(=O)c1ccc(OC)cc1)c1ccnc2ccccc12` (some centres not stated) gave Glyco luc inh 1, CaV13 FRET inh -2, HTR2A ag -4, ABCB6 inh MLPCN 101, PDI inh 4, MC4R antagonist 6, ABHD5-PLIN5 inh 1, H9c2 protect -4, Exocytosis inh 2 and MC4R ag barr -1.6.
`CCOC(=O)[C@]12Cc3cc(OC)ccc3[C@H]1N(Cc1ccccc1)C(=O)c1ccccc12` gave Glyco luc inh -9, CaV13 FRET inh -12, HTR2A ag -8, ABCB6 inh MLPCN 96, PDI inh -4, MC4R antagonist 5, ABHD5-PLIN5 inh -10, H9c2 protect -5, Exocytosis inh 19 and MC4R ag barr -1.8.
`COc1cc2c3cc1Oc1cc(ccc1O)C[C@@H]1c4c(cc(OC)c(O)c4Oc4cccc(c4)C[C@@H]3N(C)CC2)CC[N+]1(C)C` gave Glyco luc inh 2, CaV13 FRET inh -5, HTR2A ag 5, ABCB6 inh MLPCN 99, PDI inh -3, MC4R antagonist 12, ABHD5-PLIN5 inh 0, H9c2 protect 5, Exocytosis inh 6 and MC4R ag barr 0.2.
